Screens: PubChem, several laboratories
Mtb BioA inh: M. tuberculosis BioA enzyme inhibitors, primary screen, biochemical, plate reader, single point, HTS; purified M. tuberculosis BioA enzyme; inhibition, % at 9.99 µM; 360,000 tested, 0.096% active; AID 602481, 2012; 7,8-diaminopelargonic acid synthase BioA (Mycobacterium tuberculosis); in the data active means inhibition above about 40%; inconclusive means no clear call, values can overlap the other calls
CCHFV vOTU inh: CCHFV vOTU protease inhibitors, primary screen, biochemical, Pep-AMC substrate, fluorescence | Crimean-Congo hemorrhagic fever virus L polyprotein viral ovarian tumor (vOTU) protease … | inhibition, % at 11.5 µM | 370,000 tested, 0.55% active | AID 651958, 2012; further: 0% = vehicle wells with enzyme and 100% = no enzyme wells
BoNT-F LC inh: BoNT/F light chain protease inhibitors, primary screen, biochemical, flow cytometry, MLPCN library | 360,000 tested, 0.22% active | inhibition, % at 10 µM | Multiplex microsphere protease cleavage assay; in the data active means inhibition above about 35%, passing the limit was not always enough; inconclusive means no clear call, values can overlap the other calls; further: plate controls were buffer without enzyme for full effect and enzyme alone for no effect
GDH-TPI counter: GDH-TPI coupling enzyme inhibitors, primary screen, artefact control for M. tuberculosis FBA inhibitor project, biochemical, absorbance, full deck. GDH-TPI coupled enzyme counterscreen, NADH absorbance. inhibition, % at 4.8 µM. 360,000 tested, 1.2% active;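 further: 0% = DMSO wells and 100% = wells lacking the enzyme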
MazF activator: activators of E. coli MazEF toxin-antitoxin RNase, primary screen, biochemical, fluorescence, uHTS | Endoribonuclease toxin MazF (Escherichia coli (strain K12)), P0AE70 | activation, % at 20 µM | AID 504720, 2011 | FAM/BHQ RNA-DNA oligo cleavage fluorescence, 5 h | 350,000 tested, 0.32% active; in the data active means activation above about 50%
Target sequence (P0AE70 whole entry, looked up): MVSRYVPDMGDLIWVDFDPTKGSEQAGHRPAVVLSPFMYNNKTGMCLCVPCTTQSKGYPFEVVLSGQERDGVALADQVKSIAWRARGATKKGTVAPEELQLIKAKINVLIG
Mtb UGM inh: M. tuberculosis UGM enzyme inhibitors, primary screen, biochemical, fluorescence polarization, single point; UDP-galactopyranose mutase (Mycobacterium tuberculosis (strain ATCC 25618 / H37Rv)), …; 320,000 tested, 0.06% active; purified UGM, fluorescence polarization probe displacement; inhibition, % at 10 µM; AID 504406, 2011; in the data active means inhibition above about 10%, passing the limit was not always enough; inconclusive means no clear call, values can overlap the other calls
Target sequence (P9WIQ1 whole entry, looked up): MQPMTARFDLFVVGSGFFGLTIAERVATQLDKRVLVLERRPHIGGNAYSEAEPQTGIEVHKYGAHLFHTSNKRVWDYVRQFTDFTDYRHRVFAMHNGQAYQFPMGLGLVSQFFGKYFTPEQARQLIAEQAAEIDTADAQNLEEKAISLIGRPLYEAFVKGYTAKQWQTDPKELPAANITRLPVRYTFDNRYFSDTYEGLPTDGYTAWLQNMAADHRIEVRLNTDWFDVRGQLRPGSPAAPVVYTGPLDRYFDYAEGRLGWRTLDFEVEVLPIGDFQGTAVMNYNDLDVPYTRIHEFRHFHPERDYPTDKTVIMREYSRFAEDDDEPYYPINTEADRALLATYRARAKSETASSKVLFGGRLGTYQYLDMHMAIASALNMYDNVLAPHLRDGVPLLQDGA
DUSP3 inh: VHR1 phosphatase inhibitors, primary screen, biochemical, absorbance, uHTS. recombinant VHR phosphatase, pNPP absorbance. AID 1654, 2009. inhibition, % at 13.3 µM. 290,000 tested, 0.52% active. Dual specificity protein phosphatase 3 (Homo sapiens), P51452; in the data active means inhibition above about 50%; further: some compounds called inactive have numbers as strong as hits
Target sequence (P51452 whole entry, looked up): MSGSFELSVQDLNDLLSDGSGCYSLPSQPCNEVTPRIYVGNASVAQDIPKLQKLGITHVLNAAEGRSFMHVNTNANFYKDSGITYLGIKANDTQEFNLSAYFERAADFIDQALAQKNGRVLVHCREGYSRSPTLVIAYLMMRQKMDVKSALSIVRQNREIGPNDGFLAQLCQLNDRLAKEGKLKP
FadD28 binding: inhibitors of FadD28 bisubstrate probe binding, primary screen, biochemical, fluorescence polarization, single point; 360,000 tested, 0.22% active; AID 588549, 2011; Mycobacterium tuberculosis FadD28 fatty-acid-AMP ligase; inhibition, % at 12.5 µM; in the data active means inhibition above about 8.5%, passing the limit was not always enough; inconclusive means no clear call, values can overlap the other calls
Mtb FBA inh: Mtb FBA enzyme inhibitors, primary screen, biochemical, fluorescence, strain H37Rv | Fructose-bisphosphate aldolase (Mycobacterium tuberculosis (strain ATCC 25618 / H37Rv)), … | purified M. tuberculosis FBA, fluorescence read-out | inhibition, % at 1 µM | 360,000 tested, 2.3% active | AID 588726, 2011; in the data active means inhibition above about 27%;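 further: 0% = vehicle and 100% = reference inhibitor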
Target sequence (P9WQA3 whole entry, looked up): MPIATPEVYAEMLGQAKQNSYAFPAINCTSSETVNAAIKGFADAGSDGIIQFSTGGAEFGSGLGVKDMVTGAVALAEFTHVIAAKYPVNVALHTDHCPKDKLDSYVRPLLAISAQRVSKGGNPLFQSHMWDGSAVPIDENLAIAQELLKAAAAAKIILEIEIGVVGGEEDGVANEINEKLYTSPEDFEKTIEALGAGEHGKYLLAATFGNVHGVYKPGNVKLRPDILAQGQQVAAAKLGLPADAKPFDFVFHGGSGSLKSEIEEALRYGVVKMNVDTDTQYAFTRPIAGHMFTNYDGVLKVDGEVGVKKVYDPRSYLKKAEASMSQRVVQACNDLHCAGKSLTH
Rv3671c protease: Rv3671c serine protease inhibitors, primary screen, biochemical, fluorescence polarization, M. tuberculosis H37Rv. inhibition, % at 5.96 µM. 320,000 tested, 0.048% active. AID 2606, 2010; in the data active means inhibition above about 38%;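 further: extracellular domain of Rv3671c used as enzyme; 0% = enzyme with DMSO and 100% = no enzyme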
Starred values were filed as active, the others as inactive; ? = inconclusive; nt = not tested or not shown. Unless noted, no stated cut-off is given here; in the data, active means inhibition above about 30%; inactive means the rest.

#1 CC1=C(C(=O)Nc2ccccc2)C2(CCCCC2)C(C#N)=C(SCC(N)=O)N1
#2 COc1ccc(CNC(=O)CN2C(=O)c3ccccc3C2=O)cc1
#3 CNC(=O)c1cc(C)c(-c2ccccc2)s1
#4 Cc1ccc(S(=O)(=O)N(C)/N=C2/C(=O)N(CC(=O)O)c3ccccc32)cc1
#5 O=C(/C=C/c1ccccc1)NC(NC(=S)Nc1cccc(O)c1)C(Cl)(Cl)Cl (configuration not stated)
#6 COC(=O)C1=C(C)NC(=O)C1(NS(=O)(=O)c1ccc(C)cc1)C(F)(F)F (configuration not stated)
#7 CCOc1ccc(N2C(=O)CS/C2=N/NC(=O)COc2ccc3ccccc3c2)cc1
#8 O=C(NCC(c1ccco1)N1CCN(c2ccccc2F)CC1)C1CCCCC1 (configuration not stated)
#9 CCC(C)N(C(=O)CSc1nnc(-c2cccs2)n1C1CC1)C1CCS(=O)(=O)C1 (configuration not stated)
#10 O=C(Cn1cc(C(=O)c2ccco2)c2ccccc21)NC1CCCC1

assay / compound	1	2	3	4	5	6	7	8	9	10
Mtb BioA inh	-1.2	-3.3	nt	nt	nt	-1.7	-0.8	2.1	1.7	0.8
CCHFV vOTU inh	5	-5	3	7	-6	-1	12	-2	-2	13
BoNT-F LC inh	0	-16	6	-10	-7	-4	-7	-7	?	-6
GDH-TPI counter	12	-5	11	10	6	15	12	-8	-7	19
MazF activator	0	10	4	-8	13	0	1	-2	4	3
Mtb UGM inh	-1.0	3.6	1.8	1.4	-0.4	0.1	1.7	-1.3	nt	-2.6
DUSP3 inh	23	-2	10	-6	-8	0	45	nt	nt	-9
FadD28 binding	-4.9	-2.5	-3.6	0.9	-6.6	-0.3	-0.1	-2.2	-3.5	-3.4
Mtb FBA inh	-1	4	11	1	-5	-1	1	2	2	-1
Rv3671c protease	-1	-5	1	8	-123	-3	-12	0	nt	-5

#11 O=c1[nH]c(/C=C/c2ccccc2[N+](=O)[O-])nc2ccccc12
#12 O=C(COC(=O)c1ccc2c(c1)S(=O)(=O)N=C1CCCCCN12)NCCc1ccc(F)cc1
#13 CC1CCCCN1Cc1cnc(Cl)s1 (configuration not stated)
#14 Cc1cc2nc(C)c(Cl)c(=O)n2[nH]1
#15 [O-]/C(=C(\C(=S)NCc1ccccc1)[n+]1ccccc1)c1ccc(Cl)s1
#16 CN(Cc1ccccc1)Cc1nc2c(c(=O)n(C)c(=O)n2C)n1Cc1ccccc1Cl
#17 O=C(CCN=C1NS(=O)(=O)c2ccccc21)OCC(=O)c1ccccc1
#18 Cc1ccccc1NC1=C/C(=N\S(=O)(=O)c2ccc(C(=O)O)cc2)c2ccccc2C1=O
#19 CCN1C(=O)N(c2ccc(Cl)cc2)C(C)=CC1(C)C
#20 CCCn1c2c(c(O)c(C(=O)Nc3ncccc3O)c1=O)CCCC2

assay / compound	11	12	13	14	15	16	17	18	19	20
Mtb BioA inh	nt	-3.3	-0.2	nt	0.8	-1.6	nt	2.8	nt	0.2
CCHFV vOTU inh	-14	-10	1	-2	2	1	22	107*	4	15
BoNT-F LC inh	0	1	10	-2	-6	-7	1	-4	-4	-1
GDH-TPI counter	9	-3	-7	7	2	1	3	5	2	34*
MazF activator	-1	10	4	8	16	-6	1	-20	-4	2
Mtb UGM inh	-0.4	1.8	-0.4	-0.9	-0.1	0.8	1.1	4.0	3.1	-2.6
DUSP3 inh	-4	6	-2	18	2	32	nt	22	18	-16
FadD28 binding	-0.6	-0.6	-4.3	-2.1	-2.1	0.5	0.7	2.1	-1.7	0.0
Mtb FBA inh	6	1	-4	4	-1	-3	0	-5	1	0
Rv3671c protease	1	3	8	4	-2	-2	0	-191	4	-1

#21 CC(NC(N)=O)C(=O)Nc1ccc(Cl)c(S(=O)(=O)Nc2ccc(Cl)cc2)c1 (configuration not stated)
#22 CCc1ccc(CN(C)C(C)C(=O)NCc2ccccc2)cc1 (configuration not stated)
#23 Cn1nnnc1Sc1ncnc2scc(-c3ccc4c(c3)OCO4)c12
#24 O=C(Cc1n[nH]c(=O)[nH]c1=O)N/N=C/CCc1ccccc1
#25 Cc1ccc2cc(CN(Cc3nnnn3C3CCCCC3)CC3CCCO3)c(=O)[nH]c2c1 (configuration not stated)
#26 Cc1cccc(C)c1NC(=O)CN1CCN(CCCC(c2ccc(F)cc2)c2ccc(F)cc2)CC1
#27 COC(=O)c1ccc(Oc2coc3cc(OCc4cnn(-c5ccccc5)c4)ccc3c2=O)cc1
#28 Cc1ccccc1Nc1c(-c2ccncc2)nc2ccc(Br)cn12
#29 CCOC(=O)c1cc(S(=O)(=O)N2CCCC2)cn1C
#30 Cc1cc(NC(=O)CSc2nc3ccccc3c(=O)n2-c2ccccc2)no1

assay / compound	21	22	23	24	25	26	27	28	29	30
Mtb BioA inh	nt	1.1	0.1	-1.2	-1.0	-0.3	0.7	nt	-2.6	-2.8
CCHFV vOTU inh	-4	12	9	-3	-2	19	4	5	1	9
BoNT-F LC inh	-4	9	4	-1	-7	-11	15	-28	-4	-12
GDH-TPI counter	5	4	5	-4	1	-10	-1	6	-2	-6
MazF activator	-1	-2	-14	15	2	11	4	2	6	3
Mtb UGM inh	0.6	-3.0	-1.4	0.1	-2.3	nt	1.4	-0.8	0.7	-1.3
DUSP3 inh	6	14	nt	5	35	nt	30	5	1	-10
FadD28 binding	-1.2	0.0	2.8	-1.4	-4.9	-4.9	-2.8	-1.2	-2.3	-4.2
Mtb FBA inh	7	3	7	-3	6	-1	0	-1	-2	-3
Rv3671c protease	-3	nt	-4	-4	0	2	-1	0	-11	11

#31 Cc1cccc(OCCC(=O)Nc2cc(S(=O)(=O)N3CCCCC3)ccc2N2CCOCC2)c1
#32 CCN(CC)CCNc1c2c(c(C#N)c3nc4ccccc4n13)CCCC2
#33 COc1ccc2[nH]c(=O)c(CN(CCc3ccccc3)C(C)=O)cc2c1
#34 CN(CCc1ccccc1)C(=O)c1cccc(NC(=O)Cc2cccc(NC(=O)C3CCCN(S(=O)(=O)c4cccc([N+](=O)[O-])c4)C3)c2)c1 (configuration not stated)
#35 Cc1ccc(S(=O)(=O)N2CCC(C(=O)OCC(=O)N(CCC#N)c3ccc(F)cc3)CC2)cc1C
#36 CC1CN(C(=O)c2ccc(OC3CCN(Cc4ccccn4)CC3)cc2)CCN1C (configuration not stated)
#37 O=C(Cc1ccc(Cl)cc1)NN1C(=O)c2ccccc2C1=O
#38 Cc1csc(NC(=O)C2CCCN(S(=O)(=O)c3cccnc3)C2)n1 (configuration not stated)
#39 CSCCC(NS(=O)(=O)c1ccc(Cl)cc1)C(=O)OCc1c(Cl)cccc1Cl (configuration not stated)
#40 Cc1ccc2[nH]c3c(=O)n(CC(=O)NCCc4ccc(Cl)cc4)ncc3c2c1

assay / compound	31	32	33	34	35	36	37	38	39	40
Mtb BioA inh	nt	7.5	0.8	5.1	-1.2	-5.4	nt	0.9	nt	0.1
CCHFV vOTU inh	10	-9	22	-6	23	12	15	14	-6	17
BoNT-F LC inh	6	0	3	-2	-1	-11	-1	-4	-9	-3
GDH-TPI counter	-2	10	14	-12	-2	2	11	7	8	9
MazF activator	-4	3	9	-8	-2	-2	8	5	0	-57
Mtb UGM inh	-0.4	-0.5	-0.7	nt	-0.5	-1.9	-0.7	-0.1	1.8	-0.4
DUSP3 inh	6	19	9	nt	nt	27	-1	12	-13	3
FadD28 binding	0.3	3.2	-0.9	-3.2	-1.7	2.3	-1.4	-0.6	-2.1	-0.2
Mtb FBA inh	5	11	16	0	0	2	-3	1	3	5
Rv3671c protease	-1	2	-3	nt	5	-3	0	3	-25	-10

#41 CCN(CC)S(=O)(=O)c1ccc(N2CCOCC2)c(NC(=O)c2ccc(NC(C)=O)cc2)c1
#42 CCCCN1C(=O)c2ccc(C(=O)Nc3cccc(C)c3C)cc2C1=O
#43 Cc1ccc(NC(=O)C2CC(=O)NC(N3CCCCC3)=N2)cc1Cl (configuration not stated)
#44 CCN(CC(=O)NCc1cccs1)C(=O)CCOc1ccccc1C
#45 CC(=O)c1c(C)[nH]c(C(=O)OCc2cc(=O)n3cc(Br)ccc3n2)c1C
#46 CCc1c(C)nc2[nH]ncn2c1=O
#47 COCCNC(=O)Cn1c(=O)n(Cc2ccco2)c(=O)c2ccccc21
#48 CCOc1ccc(/C=C/C(=O)Oc2ccccc2)cc1
#49 CC(C)C(NS(=O)(=O)c1cccs1)C(=O)NCc1ccccc1 (configuration not stated)
#50 CC(NC(=O)C(=O)NN=C1CCCCCCC1)c1ccccc1 (configuration not stated)

assay / compound	41	42	43	44	45	46	47	48	49	50
Mtb BioA inh	nt	-1.1	-1.9	1.0	?	nt	-1.0	0.5	1.8	-3.2
CCHFV vOTU inh	-13	1	-8	-5	-3	-4	-7	-7	-7	2
BoNT-F LC inh	nt	-26	-40	-8	-2	2	2	16	9	-8
GDH-TPI counter	-5	2	5	-7	0	7	2	13	-3	-15
MazF activator	10	2	1	-2	-13	10	0	8	7	-1
Mtb UGM inh	0.6	2.7	1.1	0.2	1.1	nt	1.0	1.1	-1.6	-2.6
DUSP3 inh	3	33	10	5	nt	nt	13	52*	10	24
FadD28 binding	-1.3	-1.1	-2.3	0.3	-2.1	-0.2	-2.9	-0.6	-2.4	-2.2
Mtb FBA inh	5	3	3	4	1	0	3	0	-3	2
Rv3671c protease	3	2	1	3	1	nt	-3	1	4	3

By substructure, those above with a COOH group.
#4 Cc1ccc(S(=O)(=O)N(C)/N=C2/C(=O)N(CC(=O)O)c3ccccc32)cc1
#18 Cc1ccccc1NC1=C/C(=N\S(=O)(=O)c2ccc(C(=O)O)cc2)c2ccccc2C1=O

assay / compound	4	18
Mtb BioA inh	nt	2.8
CCHFV vOTU inh	7	107*
BoNT-F LC inh	-10	-4
GDH-TPI counter	10	5
MazF activator	-8	-20
Mtb UGM inh	1.4	4.0
DUSP3 inh	-6	22
FadD28 binding	0.9	2.1
Mtb FBA inh	1	-5
Rv3671c protease	8	-191

Additional entries follow:
#51 CCOc1ccc(-c2nnc(NC(=O)c3ccc(OCC(C)C)c(OC)c3)o2)cc1
#52 O=C(CNC(=O)c1cccc(F)c1)OCc1cc(=O)n2cc(Br)ccc2n1
#53 Cc1nc(SCc2ccc(Cl)cc2)ncc1C(=O)O
#54 CC(Sc1nc2ccccc2c(=O)n1C)C(=O)N(C)C1CCCCC1 (configuration not stated)
#55 NC(=S)NN=C1c2cc(OCCN3CCOCC3)ccc2-c2ccc(OCCN3CCOCC3)cc21

assay / compound	51	52	53	54	55
Mtb BioA inh	nt	0.3	nt	1.2	nt
CCHFV vOTU inh	11	6	-7	1	20
BoNT-F LC inh	-8	8	0	17	?
GDH-TPI counter	-2	17	2	-6	30
MazF activator	-6	-1	4	2	10
Mtb UGM inh	-0.3	2.6	2.6	-2.7	0.7
DUSP3 inh	-3	-4	24	nt	-33
FadD28 binding	-1.0	-2.0	-3.1	0.5	-3.8
Mtb FBA inh	1	3	-5	-3	-1
Rv3671c protease	0	-8	-1	2	-3

Not a hit list. Share with any hit: about 4.9%.
